TDP1 block = qHTS Assay for Inhibitors of Tyrosyl-DNA Phosphodiesterase (TDP1). recombinant TDP1, AlphaScreen DNA substrate cleavage. 0.28% of 350,000 active. Potency, µM (series often up to 130 µM), for the others: at the top dose activity change, negative = inhibition, most hits filed as inhibitors. AID 485290, 2010; further: nearly all actives have a fitted effect of over 40% in size
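Signal: AlphaScreen proximity between streptavidin donor and anti-FITC acceptor beads on intact substrate. Reaction: Tdp1 1 nM, substrate 15 nM final, 5 min RT after 15 min compound preincubation.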
KAT2A inh = qHTS Assay for Inhibitors of GCN5L2; 0.21% of 390,000 active; GCN5L2 HAT assay, ThioGlo1 CoA-SH fluorescence; AID 504327, 2011; Potency, µM (series often up to 58.9 µM), inactives show at the top dose activity change, negative = inhibition, actives largely listed as inhibitors
Target sequence (Q92830 whole entry, looked up): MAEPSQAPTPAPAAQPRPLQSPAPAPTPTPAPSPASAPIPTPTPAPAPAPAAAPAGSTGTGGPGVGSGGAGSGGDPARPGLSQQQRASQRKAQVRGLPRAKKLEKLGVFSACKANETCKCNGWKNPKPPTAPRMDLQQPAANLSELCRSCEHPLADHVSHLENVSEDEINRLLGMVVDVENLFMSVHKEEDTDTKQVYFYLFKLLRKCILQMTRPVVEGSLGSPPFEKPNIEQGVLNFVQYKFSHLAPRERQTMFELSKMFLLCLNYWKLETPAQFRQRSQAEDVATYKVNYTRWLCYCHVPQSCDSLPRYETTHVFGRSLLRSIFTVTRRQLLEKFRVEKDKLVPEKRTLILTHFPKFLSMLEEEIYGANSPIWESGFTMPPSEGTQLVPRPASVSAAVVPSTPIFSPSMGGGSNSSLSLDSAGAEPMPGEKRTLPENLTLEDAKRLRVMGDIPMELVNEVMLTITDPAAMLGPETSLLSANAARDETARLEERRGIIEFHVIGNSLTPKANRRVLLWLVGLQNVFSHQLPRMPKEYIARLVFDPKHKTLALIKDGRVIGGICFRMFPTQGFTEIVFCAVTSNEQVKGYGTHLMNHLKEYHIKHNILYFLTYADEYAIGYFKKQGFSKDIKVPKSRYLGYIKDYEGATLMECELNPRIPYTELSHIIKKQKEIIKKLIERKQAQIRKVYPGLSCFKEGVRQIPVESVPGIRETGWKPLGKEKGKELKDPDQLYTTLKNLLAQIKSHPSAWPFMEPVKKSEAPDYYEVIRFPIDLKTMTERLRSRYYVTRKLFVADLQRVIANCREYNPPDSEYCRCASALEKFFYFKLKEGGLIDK
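ThioGlo1-coupled HAT assay: 20nM GCN5L2, 70uM acetyl-CoA, 75uM H3(1-25) peptide, pH 7.5. Fluorescence read at 340/540nm at start and after 20 min at room temperature.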
TDP1 cell noCPT = qHTS for Inhibitors of human tyrosyl-DNA phosphodiesterase 1 (TDP1): qHTS in cells in absence of CPT; DT40 Tdp1-/- hTDP1 cells, no CPT, ATP luminescence, 48 h; Potency, µM (doses to about 46.2 µM), for inactives: top-dose activity change, negative = growth inhibition, actives largely listed as inhibitors; 15% of 420,000 active; AID 686978, 2013; further: nearly all actives have a fitted effect of over 55% in size
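Chicken DT40 Tdp1-/- cells stably complemented with human TDP1 were seeded at 400 cells/well with DMSO in place of 20 nM camptothecin. After compound pinning, cells grew at least 48 hr at 37 °C; viability read by CellTiter-Glo luminescence.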
The depositor's hits bear a star; ? = inconclusive; nt = not tested or not shown; [ ] = dose if it differs, or a comment. The call rests on the fitted dose curve; in most records, active means well fitted curve in the direction sought with a large enough effect; inconclusive means small, poorly fitted or top-dose-only effect, or another doubt; inactive means no such curve, though single readings can be large; an effect the other way counts as inactive or inconclusive. On the % scale 0 is the no-effect control and ±100 the full control effect; potency means the concentration at half of the fitted maximal effect.

Structure	TDP1 block	KAT2A inh	TDP1 cell noCPT
CC(C)CN(C(=O)CSc1nc2ccccc2o1)c1c(N)n(Cc2ccccc2)c(=O)[nH]c1=O	1%	-1%	21µM*
CCOC(=O)C1CCN(C(=O)/C(=C/c2ccccc2)NC(=O)c2ccccc2)CC1	nt	-24%	?
CCN(CC)S(=O)(=O)c1ccc(OCCNS(C)(=O)=O)cc1	-3%	-4%	16µM*
CN1CCN(S(=O)(=O)c2ccc(NC(=S)NC(=O)C3CCC3)cc2)CC1	3%	2%	?
CCOC(=O)c1cnc2cc(C(F)(F)F)ccc2c1Nc1cc(C)ccc1OC	-5%	0%	?
CCn1cc(C(=O)O)c(=O)c2cc(F)c(N3CCN(C(=S)NC(=O)c4ccccc4Br)CC3)cc21	3%	-21%	21µM*
O=C(Nc1cc(Sc2ccccn2)cc([N+](=O)[O-])c1)c1cccc(F)c1	-5%	-4%	?
Cc1cc(C(=O)Nc2ccc3c(c2)OCO3)cs1	7%	-1%	?
CC(C)Cn1c(N)c(C(=O)CSc2ncnc3sc4c(c23)CCCC4)c(=O)n(C)c1=O	4%	2%	-4%
N#CCCN1C(=O)C2(OCCO2)c2ccccc21	nt	-11%	15%
COC(=O)[C@H](CCSC)NC(=O)NCc1ccc(S(N)(=O)=O)cc1	2%	2%	-7%
CCCN1CCC(=O)N([C@H](CSc2ccccc2)Cc2ccccc2)CC1	nt	-5%	11µM*
Cc1ccc2c(c1)C(c1ccncc1)=NNC(c1cccnc1)=N2	1%	-14%	8%
Cc1ccc2c(CSc3nnc4ccccn34)cc(=O)oc2c1C	3%	0%	5%
COc1ccc(C2(CNC(=O)CCC(=O)O)CCCC2)cc1OC	4%	-2%	-11%

Individual results from above.
TDP1 block, CCn1cc(C(=O)O)c(=O)c2cc(F)c(N3CCN(C(=S)NC(=O)c4ccccc4Br)CC3)cc21 : 3%
KAT2A inh, CCN(CC)S(=O)(=O)c1ccc(OCCNS(C)(=O)=O)cc1 : -4%

Other structures.
Structure	TDP1 block	KAT2A inh	TDP1 cell noCPT
Cc1ccc(CSc2nc3c(c(=O)[nH]2)C(c2cccc(F)c2F)CC(=O)N3)cc1 (centres undefined)	3%	-12%	?
Brc1ccccc1/C=N/Nc1ccc2ccccc2n1	3%	-4%	16µM*
CCCCN(CCCNC(=O)c1ccc2nc(N3CCOCC3)sc2c1)Cc1ccccc1	4%	-8%	16µM*
COc1ccccc1N1CCN(C2CC(=O)N(C)C2=O)CC1 (centres undefined)	0%	-10%	-15%
Cc1cc(C(C)(C)C)oc1C(=O)N(CC(=O)NC1CCCC1)c1c(C)cccc1C	0%	-3%	5.2µM*
O=C(CSc1n[nH]c(=O)[nH]c1=O)N1CCCCCC1	1%	-20%	?
COc1ccc(S(=O)(=O)N2CCC(NC(=O)c3cccc(F)c3)CC2)cc1	nt	-2%	-20%
O=S(=O)(c1cccc2c(S(=O)(=O)N3CCCC3)cccc12)N1CCCC1	2%	-8%	16µM*
CCOc1ccc(N/C=C/C(=O)c2ccc3ccccc3c2)c([N+](=O)[O-])c1	5%	-4%	?
COc1ccc(C2CC(=O)N3CN(c4ccccc4F)CSC3=C2C#N)cc1OC (centres undefined)	5%	22µM*	-1%
COc1ccc(NC(=O)c2ccccc2Cl)cc1NC(=O)CN1CCOCC1	5%	0%	-4%
COc1cccc(NC(=O)CCSc2nc(-c3ccco3)cc(C(F)(F)F)n2)c1	-4%	-10%	?
O=C(CSc1nncc2ccccc12)N1CCOCC1	2%	-7%	-7%
CN(C)c1ccc(/C=N/OC(=O)Nc2ccccc2Cl)cc1	0%	-5%	15µM*
Cc1ccc(S(=O)(=O)NCCOc2cc(C)ccc2C)cc1	2%	-17%	-21%
O=C(COC(=O)c1ccco1)Nc1ccc2c(c1)OCCO2	1%	-1%	0%
O=C(Nc1cccc(C(F)(F)F)c1)C1CCCN(S(=O)(=O)c2cnc[nH]2)C1 (centres undefined)	8%	2%	-30%
O=C(Nc1cccc2ncccc12)c1ccccc1Cl	4%	-26%	-4%
COCCNC(=O)CSc1nc(-c2ccc(C)cc2)nc2c1c(=O)n(C)c(=O)n2C	8%	-7%	-2%
CN1CCC(OC(c2ccccc2)c2ccccc2)CC1	-6%[56.1 µM]	4%	-22%
COc1ccccc1CCCNC(=O)C1CCC(=O)N(CCCN2CCCC2=O)C1 (centres undefined)	1%	3%	33%[activator]
CC(C)c1ccccc1NC(=O)c1ccc2ncsc2c1	3%[0.0935 µM]	-3%	-7%
O=C(CSc1nnc2ccccn12)Nc1cccc(-c2nc3ccccc3s2)c1	-8%	-9%	-30%
O=C(COC(=O)/C=C/c1ccc([N+](=O)[O-])cc1)Nc1ccc2[nH]c(=O)[nH]c2c1	nt	-3%	19%
COc1ccc(S(=O)(=O)N2CCC(Oc3ccc(-n4cnnn4)cc3)CC2)cc1OC	5%	-3%	?
COc1ccc(-c2nn(-c3ccccc3)cc2C=O)cc1[N+](=O)[O-]	-5%	-12%	-10%
CCOC(=O)c1c(=O)n(O)c2ccc(C)cc2[n+]1[O-]	0%	-2%	0%
Cc1cc(C(=O)c2ccc(Cl)cc2)c(NC(=O)CCl)s1	5%	-5%	7.3µM*
O=C(c1ccccc1C(F)(F)F)N1CCN(S(=O)(=O)c2ccccc2)CC1	0%	-3%	-7%
CC1CN(C(=O)COC(=O)c2ccc3ncsc3c2)CC(C)O1 (centres undefined)	0%	-2%	5%

Grouped by structure: the entries above containing bromine (2)
Structure	TDP1 block	KAT2A inh	TDP1 cell noCPT
CCn1cc(C(=O)O)c(=O)c2cc(F)c(N3CCN(C(=S)NC(=O)c4ccccc4Br)CC3)cc21	3%	-21%	21µM*
Brc1ccccc1/C=N/Nc1ccc2ccccc2n1	3%	-4%	16µM*

Other results follow.
Structure	TDP1 block	KAT2A inh	TDP1 cell noCPT
Cc1cccc(NC(=S)/N=C(\N)Nc2nc(C)c3ccccc3n2)c1	-4%	-1%	?
Cc1ccc(CN2CCN(Cc3ccc4c(c3)OCCO4)CC2CCO)cc1 (centres undefined)	-2%	-10%	?
CC(=O)Nc1cccc(N(C)C)c1	5%	-2%	-3%
COc1ccccc1CN1CCCC(C(=O)N2CCCCC2)C1 (centres undefined)	nt	0%	-29%
COc1ccc(S(=O)(=O)Nc2cc(C(C)C)c(O)cc2C)cc1	-7%	-3%	?
CCOC(=O)c1ccc(NC(=O)Nn2cnnc2)cc1	2%[56.1 µM]	?	18%
O=C(CSc1ccccn1)Nc1ccc2ccccc2c1	-4%	-15%	nt
O=[N+]([O-])c1ccccc1Oc1ncccc1[N+](=O)[O-]	-1%	1%	11%
COc1ccc(-n2c(SCC(=O)NCc3ccco3)nc3sc4c(c3c2=O)CCN(C)C4)cc1	2%	3%	?
COc1cc(/C=C(/C#N)C(=O)Nc2ccc(Cl)cc2)ccc1Oc1nc(Cl)ncc1F	0%	19%	-27%
Cc1ccc(CN2CCCn3nc(C(=O)NCCN(C)C)cc3C2=O)cc1	1%	-8%	0%
CC[C@]12c3[nH]c4ccc(Cl)cc4c3CCN1C(=O)[C@@H](CC(=O)NCCc1ccccn1)C[C@@H]2C(=O)N1CCN(C(=O)C2CC2)CC1	2%[56.1 µM]	-3%	?
O=C(NC1CCCCC1)C1CCN(C(=O)c2ccc(-c3ccccc3)cc2)CC1	2%	-5%	-26%
COc1c(C(=O)Nc2ccc(Br)cn2)ccc2ccccc12	nt	8%	-15%
Cc1cccc(C)c1NC(=O)C[n+]1cc(-c2ccccc2)n2c1CCC2	-1%	-8%	-4%

In another format: results already given
CN(C)c1ccc(/C=N/OC(=O)Nc2ccccc2Cl)cc1
  TDP1 block = 0%
  KAT2A inh = -5%
  TDP1 cell noCPT = 15µM*
O=[N+]([O-])c1ccccc1Oc1ncccc1[N+](=O)[O-]
  TDP1 block = -1%
  KAT2A inh = 1%
  TDP1 cell noCPT = 11%
CCOc1ccc(N/C=C/C(=O)c2ccc3ccccc3c2)c([N+](=O)[O-])c1
  TDP1 block = 5%
  KAT2A inh = -4%
  TDP1 cell noCPT = ?

Two of the compounds above, with two lines to a compound.
Values run as follows: TDP1 block | KAT2A inh | TDP1 cell noCPT
- O=C(Nc1cc(Sc2ccccn2)cc([N+](=O)[O-])c1)c1cccc(F)c1
→ -5% | -4% | ?
- Cc1cc(C(=O)Nc2ccc3c(c2)OCO3)cs1
→ 7% | -1% | ?

(list continues)
SMILES	TDP1 block	KAT2A inh	TDP1 cell noCPT
CCOC(=O)N1CCC(NC(=O)Cn2ncc3c4ccccc4n(C)c3c2=O)CC1	2%	-2%	-19%
CCOC(=O)c1ccc(N2CCN(C(C)=O)CC2)c(NC(=O)c2cccnc2)c1	5%	-2%	9%
O=C(c1csnn1)N1CCC[C@@]2(CCN(Cc3cc(C(F)(F)F)cc(C(F)(F)F)c3)C2)C1	nt	2%	?
O=C(Nc1ccccn1)c1cc2ccccc2o1	5%	-5%	?
CC(=O)Nc1c(C)nn(-c2ccccc2)c1N1CCC(C(=O)Nc2ccccc2C(F)(F)F)CC1	5%	-8%	-20%
CN1CCC(N(C)C(=O)/C(C#N)=C/c2ccccc2)CC1	nt	15%	0%
CCOC(=O)C1=C(Nc2ccc(Br)cc2)CC(C)(O)C(C(=O)OCC)C1c1ccccc1 (centres undefined)	-1%	-3%	-26%
O=c1c2cc(-c3ccccc3)sc2nc2n1CCC2	-3%	-3%	nt
COc1ccc(NC(=O)C2CCN(S(=O)(=O)c3ccc4c(c3)CC(C)N4C(C)=O)CC2)c(OC)c1 (centres undefined)	2%	-1%	?
Cc1ccccc1NC(=O)Cn1c(=O)n(Cc2ccc3c(c2)OCO3)c(=O)c2ccccc21	2%	2%	16µM*
CCCc1cc(=O)[nH]c2nnc(SCC(=O)Nc3nnc(SCC)s3)n12	6%	-2%	-29%
COc1ccc(C2CC(c3ccc(F)cc3)n3nc(NS(C)(=O)=O)nc3N2)cc1 (centres undefined)	4%	-3%	?
Cn1cc(Cl)c(C(=O)NNC(=S)Nc2cccc(Cl)c2)n1	11%	-8%	10%
CCNc1ncc2nc(-c3ccc(F)cc3)c(=O)n(C[C@H]3CCCO3)c2n1	nt	-21%	1%
O=C(Cn1cc[n+](CC(=O)c2ccccc2)c1)c1ccccc1	9%	0%	4.1µM*
CCn1c(CN2CCCCC2)nc2cc(NC(=O)c3ccccc3[N+](=O)[O-])ccc21	5%	-11%	?
COc1cc(NC(=S)Nc2ccc3c(c2)OCCO3)cc(OC)c1OC	1%	-3%	0%
CCOC(=O)c1sc2nc(CSc3ccccc3)nc(NCCN(C)C)c2c1C	8%	0%	?
COc1c(C)cc(S(=O)(=O)N2CCOCC2)c(C)c1C	0%	10%	-12%
CC1=NN=C(c2ccccc2)C(c2c[nH]c3ccccc23)N1O (centres undefined)	5%	-5%	8%
O=S(=O)(c1ccc(Cl)cc1)N1CCC(n2cccc2)CC1	8%	-6%	-17%
C/C(CC(=O)Nc1ccc(Cl)cc1Cl)=N\NC(=O)c1ccco1	7%	-1%	?
C#CCCc1cocc1/C=[N+](\[O-])c1ccc(C(=O)OCC)cc1	5%	-14%	-10%
O=C(CCc1nnc(C2(c3ccc(Cl)cc3)CCC2)o1)N1CCCC(O)C1 (centres undefined)	3%	1%	15%
Cc1nc(-c2ccc(F)cc2)sc1CCNC(=O)c1ccc(OC(C)C)cc1	7%	-11%	?
Cc1ccc(NC(=O)Cn2nnc(-c3ccccc3)n2)c(C)c1	-2%	-3%	nt
Cc1ccc(SCC(=O)OCn2nnc3ccccc3c2=O)cc1C	-11%	-3%	-17%
CC(C)c1ccc(N(CC(=O)NCc2ccc(F)cc2)C(=O)c2snc(C(N)=O)c2N)cc1	-2%[0.0935 µM]	-8%	?
C/C(=N\Nc1nc2ccccc2[nH]1)c1cc2ccccc2o1	8%	-10%	18µM*
CC(C)C(OC(=O)c1cc2occc2n1C)C(=O)NCc1ccc2c(c1)OCO2 (centres undefined)	-4%	0%	-14%
CCOC(=O)[C@@H]1[C@H]2COc3cc(OC)ccc3[C@@H]2N2C(=O)N(c3ccc(C(F)(F)F)cc3)C(=O)[C@@]12C	nt	-13%	13µM*
COc1ccccc1CNC(=O)CCNS(=O)(=O)c1ccc2c(c1)CCCC(=O)N2	1%	-2%	nt

Bioassay records deposited in PubChem BioAssay by National Center for Advancing Translational Sciences (NCATS).

Some of the compounds tested; count on the stated rates, not on these rows.
